TDP1 cell CPT: growth inhibition of DT40 Tdp1-/-;hTDP1 cells with camptothecin (screen for TDP1 inhibitors) | chicken DT40 Tdp1-/-;hTDP1 cells + 20 nM CPT, ATP luminescence, 48 h | Potency, µM (series often up to 46.2 µM), without a hit: at the highest dose activity change, negative = growth inhibition, most hits filed as inhibitors | hit rate 12% among 420,000 | AID 686979; note: nearly all actives have a fitted effect of over 55% in size
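Chicken DT40 Tdp1-/- cells stably complemented with human TDP1 were seeded at 400 cells/well in medium containing 20 nM camptothecin, exposed to pin-transferred compounds, and grown at 37 °C for at least 48 hr. Viability was read as ATP luminescence.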
KAT2A inh: inhibitors of human GCN5L2 histone acetyltransferase; AID 504327; hit rate 0.21% among 390,000; Q92830; Potency, µM (top dose mostly 58.9 µM), for the others: top-dose activity change, negative = inhibition, most hits filed as inhibitors; GCN5L2 HAT assay, ThioGlo1 CoA-SH fluorescence
Target sequence (Q92830 whole entry, looked up): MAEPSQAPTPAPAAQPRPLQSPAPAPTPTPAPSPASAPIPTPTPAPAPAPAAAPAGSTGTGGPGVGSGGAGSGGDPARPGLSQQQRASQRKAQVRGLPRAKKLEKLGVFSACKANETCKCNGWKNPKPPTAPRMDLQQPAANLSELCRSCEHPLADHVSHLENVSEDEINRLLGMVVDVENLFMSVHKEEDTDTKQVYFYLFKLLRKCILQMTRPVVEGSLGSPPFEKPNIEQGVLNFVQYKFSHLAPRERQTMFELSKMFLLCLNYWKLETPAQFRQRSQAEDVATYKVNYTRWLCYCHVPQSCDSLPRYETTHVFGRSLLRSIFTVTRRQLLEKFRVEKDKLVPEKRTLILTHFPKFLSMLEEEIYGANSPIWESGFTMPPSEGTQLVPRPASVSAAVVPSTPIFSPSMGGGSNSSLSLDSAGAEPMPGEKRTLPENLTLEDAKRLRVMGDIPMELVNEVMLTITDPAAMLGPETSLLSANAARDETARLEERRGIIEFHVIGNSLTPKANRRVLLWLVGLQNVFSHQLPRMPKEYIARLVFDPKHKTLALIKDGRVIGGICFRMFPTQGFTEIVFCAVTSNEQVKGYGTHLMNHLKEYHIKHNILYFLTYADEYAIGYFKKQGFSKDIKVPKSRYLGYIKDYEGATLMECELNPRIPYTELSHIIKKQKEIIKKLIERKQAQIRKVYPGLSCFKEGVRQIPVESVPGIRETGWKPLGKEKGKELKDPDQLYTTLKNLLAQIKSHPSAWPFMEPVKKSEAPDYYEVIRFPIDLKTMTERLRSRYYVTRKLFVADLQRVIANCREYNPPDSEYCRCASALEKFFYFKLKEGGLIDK
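qHTS, 1536-well. 20nM enzyme, pH 7.5 HEPES/EDTA/Tween-20 buffer; 15 min compound preinc., RT. Start: 75uM H3(1-25), 70uM AcCoA, 50uM ThioGlo1. Read Ex340/Em540 at t=0 (autofluorescence flag) and t=20 min.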
TDP1 cell noCPT: qHTS for Inhibitors of human tyrosyl-DNA phosphodiesterase 1 (TDP1): qHTS in cells in absence of CPT. DT40 Tdp1-/- hTDP1 cells, no CPT, ATP luminescence, 48 h. Potency, µM (highest dose often 46.2 µM), for inactives: at the top dose activity change, negative = growth inhibition, usual class: inhibitors. hit rate 15% among 420,000. AID 686978, 2013; note: nearly all actives have a fitted effect of over 55% in size
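A cellular qHTS used chicken DT40 cells lacking endogenous Tdp1 but carrying stably transfected human TDP1. Compounds were applied without camptothecin, and cell growth kinetics were judged by ATP-dependent luminescence after ≥48 hr.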
Starred values were filed as active, the others as inactive; ? = inconclusive; . = no result given; & = joins results of further samples; [ ] = remark or other dose. Calls come from the whole dose curve; as a rule, active = well fitted curve in the direction sought with a large enough effect; inconclusive = small, poorly fitted or top-dose-only effect, or another doubt; inactive = no such curve, though single readings can be large; an effect the other way counts as inactive or inconclusive. % is set by controls: 0 for no effect and ±100 for the full control effect; potency is the fitted concentration of half-maximal effect. A portion of the library; the hit share may differ from the screen's.

mol,TDP1 cell CPT,KAT2A inh,TDP1 cell noCPT
O=C(/C=C/c1ccccc1)N(Cc1cccc(Cl)c1)C1CCS(=O)(=O)C1 (centres undefined),?,-24.5%,?
COc1ccc(/C=N/n2cnc3c(sc(=S)n3-c3ccccc3)c2=O)cc1,21.5%,-1.7%,0.8%
CCOC(=O)/C(C#N)=C/c1c(N2CCN(C)CC2)nc2c(C)cccn2c1=O,9.0%,-0.8%,20.2%
Cc1c(Cl)cccc1NC(=O)c1ccc(C(=O)Nc2cccc(Cl)c2C)cc1,-8.8%,-13.7%,26.3%
COc1ccc(Cn2c(O)c(C=Nc3ccccc3)c3ccccc3c2=O)cc1,9.0%,-8.6%,-25.9%
CN(C)C(=O)COC(=O)/C=C/c1ccccc1[N+](=O)[O-],-16.5%,-5.4%,-20.2%
O=C(CN1CCN(Cc2ccccc2)CC1)N/N=C/c1ccccc1F,0.0%,-0.5%,9.4%
CCCC(C(=O)NC1CCCC1)N(C(=O)c1snc(C(N)=O)c1N)c1ccc(OCC)cc1 (centres undefined),-19.9%,-12.5%,20.6µM*
CCCCNC(=O)CSc1nc(COc2ccccc2)nc2ccccc12,-12.3%,-1.1%,?
COCCNC(=O)/C(C#N)=C/c1c(N2CCN(c3ccc(OC)cc3)CC2)nc2c(C)cccn2c1=O,23.1µM*,?,23.1µM*
CC(C)(CCO)NC(=S)NC1CC2C=CC1C2 (centres undefined),1.5%,-3.3%,-10.3%
Cc1ccccc1NC(=O)c1c(F)c(F)c(F)c(F)c1F,-11.3%,-12.7%,3.7%
COc1ccccc1-c1cc(-c2ccccc2)nc(SC(C(N)=O)c2ccccc2)c1C#N (centres undefined),?,-4.0%,23.1µM*
Cc1cc(N2CCCC2=O)cc(C)c1S(=O)(=O)NCCOc1ccc(C(C)(C)C)cc1,7.31µM*,-7.3%,7.31µM*
Cc1cc(C)cc(NC(=O)Cn2c(=O)oc3cc(S(=O)(=O)N4CCCC4)ccc32)c1,?,-9.5%,20.6µM*

mol,TDP1 cell CPT,KAT2A inh,TDP1 cell noCPT
Cc1ccc(/C=N/OC(=O)c2c(C)noc2-c2snnc2C)cc1,-1.4%,-6.0%,0.1%
Cc1ccc(NC(=O)C2CCCN2S(=O)(=O)c2cccc3nsnc23)cc1Cl (centres undefined),?,-2.1%,?
O=c1c(-c2ccc3c(c2)OCCO3)c(C(F)(F)F)oc2cc(O)cc(O)c12,-27.0%,-4.2%,?
O=C(CSc1nnc2scc(-c3ccccc3)n12)N1CCN(Cc2ccccc2)CC1,-28.0%,-1.0%,?
COC(=O)CCNC(=O)Cc1ccc(S(=O)(=O)N2CCCCC2)s1,-24.3%,-5.6%,?
Cc1cc(C)c2ccc3c(C)c(C)n(C)c3c2n1,-6.2%,-0.9%,6.2%
COc1ccc(N=NC2=C(O)CC(C)(C)CC2=O)c(OC)c1,0.8%,1.0%,-19.2%
CC(=O)N1CCN(c2ccc(NC(=S)NC(=O)COc3ccc(C(C)(C)C)cc3)cc2)CC1,?,-2.3%,?
Cc1cc(=O)n2nc(N3CCC(C(=O)NCc4ccccc4F)CC3)sc2n1,-0.5%&-21.8%,-1.9%&-1.1%,-29.9%&-6.2%
Cc1ccnc(NC(=O)C(C)n2cc([N+](=O)[O-])cn2)c1 (centres undefined),32.5%[activator],24.0%,24.5%
Cc1cc(=O)[nH]c(SCC(=O)Nc2ccc(F)c([N+](=O)[O-])c2)n1,1.5%,-13.5%,-1.2%
COc1ccc(-n2c(=O)c3ccccc3n(CC(=O)NC3CCCC3)c2=O)cc1,-5.2%,-1.4%,-18.7%
CCCN1CCN(CC(=O)Nc2nnc(CC)s2)CC1,-0.9%,?,3.6%
COc1ccc(Nc2cc(Nc3ccc(OC)cc3)ncn2)cc1,4.8%,-19.3%,13.4%
COC(=O)[C@@]12CCCN1[C@H](c1ccc(-c3cccc(Cl)c3)c(OC)c1)[C@H]1C(=O)N(C)C(=O)[C@H]12,14.6µM*,6.8%,16.4µM*

mol,TDP1 cell CPT,KAT2A inh,TDP1 cell noCPT
COC(CN(C)C(=O)C1CCC(CNS(=O)(=O)c2ccccc2)CC1)OC (centres undefined),-1.5%,-17.1%,-3.1%
Cc1oc2cc([N+](=O)[O-])c(O)c([N+](=O)[O-])c2c1C(=O)c1ccc(Cl)cc1,23.1µM*,?,?
COc1cccc(-c2nc(N3CCNCC3)c3ccccc3n2)c1,?,-7.3%,?
Cc1c(O)ccc2c(-c3ccccc3)cc(=O)oc12,13µM*,0.3%,14.6µM*
CCN(CC1CCCN(CCc2cccc(OC)c2)C1)C(=O)c1ccoc1C (centres undefined),?,3.5%,-25.9%
Cc1ccc(NC(=O)COc2ccccc2)cc1S(=O)(=O)N1CCCCC1,-5.2%,.,?
CCOC(=O)N1CCN(C(=O)C2CCN(S(=O)(=O)c3ccc(OC)cc3)CC2)CC1,2.8%,1.2%,16.6%
Cc1csc(SCC(=O)NC(C)c2ccc(F)cc2)n1 (centres undefined),4.1%,-6.7%,2.3%
Nn1cc(-c2ccccc2)nc1SCC(=O)NCCc1ccccc1,-12.3%,-10.4%,?
CCN1CCN(c2cc(C)c3cc(NC(=O)Cc4ccccc4OC)ccc3n2)CC1,9.4%,-2.8%,-10.7%
CC1CC(C)CN(C(=O)c2ccc(NC(=O)c3ccc(=O)[nH]c3)cc2)C1 (centres undefined),0.0%,0.8%,-22.8%
CCN(C(=O)c1ccc(S(=O)(=O)N(C)C)cc1)C(C)C(=O)Nc1ccc(C)cc1 (centres undefined),-8.1%,6.5%,-40.0%
Cc1cc(C)cc(Nc2ncnc3sc4c(c23)CCCC4)c1,-25.4%,-10.1%,-22.1%
O=C(NC1CCSc2ccccc21)c1ccc(C(F)(F)F)cc1 (centres undefined),18.3%,-0.6%,-12.1%
O=C(O)C(F)(F)S(=O)(=O)O,1.1%,-11.1%,-11.7%

mol,TDP1 cell CPT,KAT2A inh,TDP1 cell noCPT
Cc1cccc(NC(=O)C2CCN(S(=O)(=O)c3cccc4nsnc34)CC2)c1,5.5%&-13.4%,0.0%&-4.2%,-18.1%&-10.7%
Cc1ccc(S(=O)(=O)CCC(=O)OCc2nnc(-c3ccccc3Br)o2)cc1,6.5%,-13.8%,17.2%
Cc1noc(C)c1COC(=O)c1cccnc1SCC(=O)Nc1ccc2c(c1)OCO2,?,-7.2%,?
COc1ccc(NC(=O)c2oc3cc(C)c(C)cc3c2C)c(OC)c1,-18.1%,0.4%,?
Cc1cc(C)cc(C(=O)Nc2c(C(=O)Nc3ccccc3F)oc3ccccc23)c1,?,-2.4%,-36.2%
CC(CCc1ccccc1)NC(=O)CSc1ccccc1 (centres undefined),-12.2%,-1.1%,-7.9%
CC(C)CCn1nnnc1C(c1ccc(F)cc1)N1CCN(C(=O)c2ccco2)CC1 (centres undefined),-17.9%,2.0%,?
CCOC(=O)c1sc(=NC(=O)c2ccccc2)n(C)c1C,1.1%,-10.3%,-10.3%
CC1=NN(C2=NS(=O)(=O)c3ccccc32)C(C)(O)C1 (centres undefined),0.411µM*,-1.9%,0.366µM*
C=CCn1c(C(C)(C)C)nc2ccccc21,-16.4%,0.0%,-24.7%
O=C(C1=C[C@@H](c2ccc(Br)cc2)C[C@@H](OCCCCO)O1)N1CCN(Cc2ccccc2)CC1,6.51µM*,-5.7%,5.8µM*
Cn1c(SCC(=O)Nc2ccc(Cl)cc2)nc(O)cc1=O,7.6%,27.0%,-3.9%
CSc1nc2sc3c(c2c2nnnn12)CCCC3,-13.0%,-3.0%,-10.0%
O=C(OCc1cc(=O)n2nc(-c3cccs3)sc2n1)c1cccc(Cl)c1,-24.1%,-8.5%,-5.3%
Cc1ccc(Sc2c(C)nn(C(=O)c3ccc(Br)cc3)c2C)cc1,2.9%,-2.8%,-14.7%

An excerpt from above in order of SMILES length, smallest number first.
mol,TDP1 cell CPT,KAT2A inh,TDP1 cell noCPT
CCCCNC(=O)CSc1nc(COc2ccccc2)nc2ccccc12,-12.3%,-1.1%,?
CC(C)CCn1nnnc1C(c1ccc(F)cc1)N1CCN(C(=O)c2ccco2)CC1 (centres undefined),-17.9%,2.0%,?
COC(=O)[C@@]12CCCN1[C@H](c1ccc(-c3cccc(Cl)c3)c(OC)c1)[C@H]1C(=O)N(C)C(=O)[C@H]12,14.6µM*,6.8%,16.4µM*

(list continues)
mol,TDP1 cell CPT,KAT2A inh,TDP1 cell noCPT
O=C(NC(=S)Nn1cnc2c(cnn2-c2ccccc2)c1=O)c1ccccc1,-2.5%,-8.4%,?
COc1cc(/C=N/NC(=O)CCn2nnc3ccccc32)ccc1O,41.0%,-2.6%,-0.5%
CN1CCN(c2oc(-c3ccccc3)nc2S(=O)(=O)c2ccc(Br)cc2)CC1,16.4µM*,-29.8%,?
CCOc1ccc(S(=O)(=O)N(CC)CC(=O)N2CCCC2)cc1,-12.8%,-2.2%,-16.3%
CN(C)C(=O)CSc1nnc(CCNC(=O)OC(C)(C)C)o1,-2.5%,0.2%,1.6%
CCOC(=O)NC(=O)CN1C(=O)NC2(CCc3ccccc32)C1=O (centres undefined),2.8%,4.2%,0.6%
COc1cc(NC(C(=O)Nc2cccc(C(C)=O)c2)c2ccccc2)cc(OC)c1OC (centres undefined),1.2%,-3.1%,-27.6%
CCCC1SCC(C)(C)NC1=O (centres undefined),2.1%,.,-17.6%
CCc1nc2c(OCc3ccccc3)cccn2c1N(C)C(=O)c1ccco1,?,.,?
COc1cccc2sc(NN)nc12,?,-6.3%,?
Nc1cc(C(=O)c2ccccc2)ccc1N1CCOCC1,?,2.2%,?
Cc1ccc(NCC(=O)c2ccc([N+](=O)[O-])cc2)cc1,?,-3.3%,?
Cc1nn(CC(=O)OCC(=O)NC(C)c2ccccc2)c(C)c1[N+](=O)[O-] (centres undefined),-23.4%,24.5%,-25.6%
COc1cccc(C2=CC(c3cc(OC)ccc3OC)n3nnnc3N2)c1 (centres undefined),7.31µM*,0.9%,6.51µM*
C=CCn1c(CCNC(=O)c2cccs2)nnc1SCC(=O)Nc1cccc(F)c1,-21.5%,-1.1%,-6.7%

mol,TDP1 cell CPT,KAT2A inh,TDP1 cell noCPT
Nc1nnc(SCCCOc2ccc(F)cc2)s1,4.3%,?,5.1%
CC1CC(=O)Nc2ccccc2N1S(=O)(=O)c1ccc(Cl)cc1 (centres undefined),-8.7%,-2.9%,-22.4%
O=C(NCc1ccccc1Cl)c1ccc2oc(=O)n(Cc3ccccc3)c2c1,?,0.1%,?
CCOC(=O)C1(C)CCN1C(=O)c1ccc(C#N)cc1 (centres undefined),-27.6%,.,-5.1%
O=C(CNc1cccc(C(F)(F)F)c1)N/N=C/c1cccc(Br)c1,18.4µM*,-5.6%,?
CC1(C(=O)NS(=O)(=O)C2CC2)CCN(C(=O)c2ccc(F)cc2Cl)C1 (centres undefined),3.2%,.,20.8%
CS(=O)(=O)c1ccc(C(=O)OCC(=O)Nc2cccnc2Cl)cc1[N+](=O)[O-],6.51µM*,-3.3%,8.2µM*
O=C(CCNC(=O)C1CCN(S(=O)(=O)c2ccccc2)CC1)NCc1ccccn1,-0.6%,-8.1%,31.5%[activator]
CCc1c(C)nc2ncnn2c1N1CCCC(C(=O)NCCc2ccccc2)C1 (centres undefined),?,1.5%,20.6µM*
COc1ccc(OC)c(C2=NO[C@@](CC(=O)O)(C(=O)Nc3ccc4c(c3)OCCO4)C2)c1,?,-13.2%,-15.3%
Cc1cc(C)cc(N(C(=O)c2csnn2)C(C(=O)NC(C)(C)C)c2cccs2)c1 (centres undefined),?,-4.8%,?
CCOC(=O)[C@]12CCC=C1N(Cc1ccc(Cl)cc1Cl)C(=O)[C@H](CC(=O)N1CCSCC1)C2,23.1µM*,.,16.4µM*
Cc1ccccc1NC(=O)c1ccccc1,-24.5%,-5.4%,-3.3%
Nc1c(Br)cc(/C=C2\C=Cc3ccccc32)cc1Br,?,.,?
O=C(Nc1ccc2c(c1)Cc1ccccc1-2)c1cccnc1,-26.0%,-4.6%,?

Assay outcomes as filed in PubChem BioAssay.
